High-throughput results as filed in PubChem BioAssay.
CXCR6 inh: blocks human CXCR6 beta-arrestin recruitment; AID 602244; O00574; CHO-K1 PathHunter CXCR6 beta-arrestin, luminescence; 360,000 compounds, 0.36% hits; inhibition, % at 20 µM; in the data active = inhibition above about 34%, passing the limit was not always enough;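 also: antagonist mode with CXCL16 agonist at 10 nM final; 0% = 10 nM CXCL16 with DMSO and 100% = unstimulated wells without agonist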
Target sequence (O00574 whole entry, looked up): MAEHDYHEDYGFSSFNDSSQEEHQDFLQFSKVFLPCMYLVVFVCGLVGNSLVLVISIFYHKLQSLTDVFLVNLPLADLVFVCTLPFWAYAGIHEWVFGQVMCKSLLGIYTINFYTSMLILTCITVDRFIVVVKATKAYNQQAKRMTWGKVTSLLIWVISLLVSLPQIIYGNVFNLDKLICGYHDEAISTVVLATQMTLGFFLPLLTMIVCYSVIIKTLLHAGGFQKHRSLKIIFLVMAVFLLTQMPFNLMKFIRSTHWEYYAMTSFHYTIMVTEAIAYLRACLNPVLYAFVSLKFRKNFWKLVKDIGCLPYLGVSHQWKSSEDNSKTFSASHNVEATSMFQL
APJ antag: antagonists of human APJ apelin receptor; P35414; CHO-K1 APJ beta-arrestin complementation, luminescence; inhibition, % at 20 µM; 330,000 compounds, 0.32% hits; AID 2521;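 active = inhibition above about 40% at 20 µM, limit read from the data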;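 also: cells challenged with 10 nM apelin-13 agonist together with compound; plate controls were apelin-13 plus DMSO wells for no effect and DMSO wells lacking apelin-13 for full effect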
EBI2 antag: blocks human EBI2 receptor beta-arrestin signaling; P32249; EBI2 beta-arrestin recruitment, luminescence, 7a,25-OHC stimulated; inhibition, % at 5 µM; 360,000 compounds, 0.81% hits; in the data active = inhibition above about 38%;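 also: enzyme fragment complementation signal reports receptor beta-arrestin coupling in cells; 0% = agonist plus DMSO wells and 100% = wells without agonist; some results beyond the cut were filed as inactive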
Target sequence (P32249 whole entry, looked up, the tested form may be a part): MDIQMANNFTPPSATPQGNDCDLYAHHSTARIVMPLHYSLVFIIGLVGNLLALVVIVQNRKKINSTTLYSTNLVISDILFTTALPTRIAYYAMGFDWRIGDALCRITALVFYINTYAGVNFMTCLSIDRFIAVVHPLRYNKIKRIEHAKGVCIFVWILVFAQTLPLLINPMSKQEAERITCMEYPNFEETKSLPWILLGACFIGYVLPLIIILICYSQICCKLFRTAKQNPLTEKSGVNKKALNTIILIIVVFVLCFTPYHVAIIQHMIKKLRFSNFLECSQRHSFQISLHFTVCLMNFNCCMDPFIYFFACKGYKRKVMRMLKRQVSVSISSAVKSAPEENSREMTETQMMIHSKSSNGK
UBC13 polyUb: inhibitors of human UBC13 polyubiquitin chain formation | P61088 | TR-FRET | inhibition, % at 20 µM | 330,000 compounds, 0.47% hits; in the data active = inhibition above about 45%, passing the limit was not always enough
ATG4B inh: blocks human ATG4B protease cleavage of LC3 substrate; Q9Y4P1; ATG4B cleavage of LC3-PLA2, NBD-HPC fluorescence, 1 h; inhibition, % at 8.33 µM; 340,000 compounds, 0.51% hits; AID 504462; in the data active = inhibition above about 40%
APJ agonist: activates the human apelin receptor APJ; CHO-K1 APJ PathHunter beta-arrestin, luminescence; 0% DMSO wells, 100% apelin; activation, % at 20 µM; 330,000 compounds, 0.11% hits; AID 2520;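 active = activation more than six SD over the plate average, tested at 20 µM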;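 also: 0% = DMSO alone and 100% = apelin-13 at 10 nM; some results filed as inactive read as strong as hits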
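Assay system: engineered CHO-K1 APJ arrestin reporter cells; Amount: 1000 CHO-K1 reporter cells seeded per well; Dosing: one dose, 20 µM compound, 1% DMSO; Times: compound stimulation 90 min at 25 °C, detection 60 min; Measured by: luminescent beta-gal fragment complementation, chemiluminescent substrate; Read-out: APJ–arrestin association signal; Controls: DMSO vs Apelin-13 10 nM.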
CCR6 antagonist: antagonists of human CCR6 receptor; 340,000 compounds, 0.49% hits; P51684; CHO-K1 CCR6 PathHunter beta-arrestin, luminescence, CCL20-stimulated; inhibition, % at 20 µM;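 active = compounds whose inhibition of the agonist-driven luminescence signal at 20 µM reaches about 50%, limit read from the data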;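 also: cells stimulated with CCL20 at 14 nM final; plate controls were DMSO with CCL20 for no effect and DMSO without agonist for full effect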
Target sequence (P51684 whole entry, looked up): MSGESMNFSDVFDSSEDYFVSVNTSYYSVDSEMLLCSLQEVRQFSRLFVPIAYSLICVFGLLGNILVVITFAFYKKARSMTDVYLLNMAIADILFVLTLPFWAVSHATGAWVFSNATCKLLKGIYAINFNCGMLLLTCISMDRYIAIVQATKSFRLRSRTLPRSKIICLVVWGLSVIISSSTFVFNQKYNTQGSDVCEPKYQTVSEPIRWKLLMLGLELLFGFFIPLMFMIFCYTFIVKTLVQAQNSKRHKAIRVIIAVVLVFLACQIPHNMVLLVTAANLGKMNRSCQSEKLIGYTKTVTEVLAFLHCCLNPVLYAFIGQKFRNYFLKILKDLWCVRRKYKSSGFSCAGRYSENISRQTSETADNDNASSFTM
Gli-Sufu block: antagonists of Gli-Sufu signaling. Sufu-KO-LIGHT fibroblasts, Gli luciferase reporter luminescence. 340,000 compounds, 0.74% hits. inhibition, % at 5 µM. AID 588413;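 active = inhibition above about 55%, limit read from the data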;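 also: 0% = DMSO-treated cells and 100% = wells with medium but no cells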
* marks the source's active call; other numbers are inactive results; x = no result given.

SMILES	CXCR6 inh	APJ antag	EBI2 antag	UBC13 polyUb	ATG4B inh	APJ agonist	CCR6 antagonist	Gli-Sufu block
CCOc1ccc(-c2nnc(SCC(=O)Nc3ccc4c(c3)c3ccccc3n4CC)n2N)cc1	-4	-14	5	-7	3	3	-9	5
O=C(NCc1ccc(Cl)cc1)C1CCN(S(=O)(=O)c2cccs2)CC1	-7	15	53*	6	-6	-1	21	8
O=C(Nc1ccccc1)C1CCCN(C(=O)c2ccc(Cl)cc2)C1 (stereo not drawn)	-1	8	7	3	-10	-2	9	3
N#CCC(=O)NN=C1CCCCCCCCCCC1	-2	-18	0	-11	2	0	11	2
COc1ccc(CN2CCCC(CO)(Cc3ccc(F)cc3)C2)c(OC)c1OC (stereo not drawn)	-7	1	7	-2	5	-3	22	7
O=C(NCc1ccccc1F)c1cccc(S(=O)(=O)N2CCCCCC2)c1	2	-6	7	6	6	-2	18	5
CC(C)C(=O)N(Cc1cc2ccccc2[nH]c1=O)C(C)C	-4	1	-2	6	-5	-3	3	0
Cc1ccc(S(=O)(=O)Nc2cc3c(cc2C#N)OCO3)cc1C(N)=O	0	-4	2	-12	-5	-2	1	-15
CCOC(=O)C(NC(=O)NCc1ccccc1OC)(OCC)C(F)(F)F (stereo not drawn)	5	0	-4	1	3	-1	8	18
CN1CCN(c2nc3c(c(=O)[nH]c(=O)n3C)n2CCSc2nnnn2-c2ccccc2)CC1	-5	8	-2	4	-3	-1	9	6

Next part; it opens with the 2 that closed the last part.
SMILES	CXCR6 inh	APJ antag	EBI2 antag	UBC13 polyUb	ATG4B inh	APJ agonist	CCR6 antagonist	Gli-Sufu block
CCOC(=O)C(NC(=O)NCc1ccccc1OC)(OCC)C(F)(F)F (stereo not drawn)	5	0	-4	1	3	-1	8	18
CN1CCN(c2nc3c(c(=O)[nH]c(=O)n3C)n2CCSc2nnnn2-c2ccccc2)CC1	-5	8	-2	4	-3	-1	9	6
CC(C)(C)c1ccc(C(=O)Nc2cccnc2)cc1	-1	-6	0	4	-5	-4	10	-60
COc1cccc(Nc2nc3ccccc3c(=O)[nH]2)c1	4	0	8	9	-16	-2	-3	-9
COc1cccc(/C=C/C(=O)OCC(=O)NC2CC2)c1	-1	14	-19	4	3	-4	-4	3
COc1cccc(CNC(=O)c2cc(COc3c(F)cccc3F)on2)c1	-1	-24	1	1	23	-1	-1	7
COc1ccc(OCCCC(=O)OCC(=O)Nc2nnc(-c3ccccc3)o2)cc1	7	4	14	-15	1	0	3	6
Cc1cccc(C)c1NC(=O)CSc1nnc(Cn2nnc(-c3ccccc3)n2)n1-c1ccccc1	-2	-2	0	6	-11	-3	14	2
CC(C)c1ccc(S(=O)(=O)c2nnn3c2nc(N2CCCCC2)c2ccccc23)cc1	-2	11	6	2	3	0	21	2
O=C(NNc1ccccc1)C(=O)NNc1ccccc1	0	x	3	x	0	x	0	-3
CN1CCN(NC(=O)C23CC4CC(CC(C4)C2)C3)CC1	-1	-13	-4	6	4	-3	-5	-10
COc1ccc(CN2CC(C(=O)NCc3ccc4c(c3)OCO4)CC2=O)cc1 (stereo not drawn)	2	2	3	6	-1	1	-1	-3
C/C(=N\OCC(=O)OCC(=O)Nc1cc(S(C)(=O)=O)ccc1Cl)c1ccc2c(c1)OCO2	-9	-5	-6	9	-9	-1	4	-10
Cn1cccc1-c1cc(C(=O)N/N=C/c2ccc(F)cc2)[nH]n1	-2	-3	-9	0	0	1	10	22
CN(C(=O)CSc1nncc2ccccc12)C1CCCCC1	-4	11	-7	-3	1	-1	3	-10
COc1ccc(S(=O)(=O)N2CN3CCN(C3)C2)cc1OC	3	-10	-16	-5	-7	-1	3	3
Cc1ccc(CNC(=O)c2cc3c(=O)n4ccccc4nc3n(Cc3ccco3)c2=N)cc1	24	35	10	-4	-2	-7	16	16
O=C(NCCNS(=O)(=O)c1ccccc1)c1ccc([N+](=O)[O-])cc1	-10	-25	-8	-6	-3	1	-12	31
CC(C)C(=O)Nc1nnc(SCC(=O)NC2CCCC2)s1	2	6	-16	-4	-4	-1	-8	-19
COc1ccc(CN2CCCC(N3CCc4ccccc4C3)C2)c(O)c1 (stereo not drawn)	0	20	9	-2	-1	-4	12	17
CCCCCCCCNCCS(=O)(=O)NC1CCCCC1	-7	x	-8	x	x	x	10	-3
CCO[C@@H]1OC(C(=O)O)=C[C@H](C)[C@H]1CCCO	2	-51	-26	2	-3	3	-5	-4

Limited to Gli-Sufu block, for 6 of the compounds above:
| Structure | Gli-Sufu block |
| --- | --- |
| Cn1cccc1-c1cc(C(=O)N/N=C/c2ccc(F)cc2)[nH]n1 | 22 |
| CCOc1ccc(-c2nnc(SCC(=O)Nc3ccc4c(c3)c3ccccc3n4CC)n2N)cc1 | 5 |
| COc1ccc(CN2CCCC(N3CCc4ccccc4C3)C2)c(O)c1 (stereo not drawn) | 17 |
| COc1ccc(CN2CCCC(CO)(Cc3ccc(F)cc3)C2)c(OC)c1OC (stereo not drawn) | 7 |
| COc1ccc(S(=O)(=O)N2CN3CCN(C3)C2)cc1OC | 3 |
| CC(C)c1ccc(S(=O)(=O)c2nnn3c2nc(N2CCCCC2)c2ccccc23)cc1 | 2 |

More records.
SMILES	CXCR6 inh	APJ antag	EBI2 antag	UBC13 polyUb	ATG4B inh	APJ agonist	CCR6 antagonist	Gli-Sufu block
O=C(CCc1ccccc1)N[C@@H]1c2ccccc2CC[C@@H]1OCc1ccccc1	12	x	8	x	-9	x	31	-8
Cc1nnsc1C(=O)NNS(=O)(=O)c1cc(C(F)(F)F)cc(C(F)(F)F)c1	2	6	-1	-10	-4	-2	-5	0
COC(=O)C1=C(C)N(Cc2ccccc2)C(=O)N[C@H]1c1ccc(Br)cc1	3	-36	0	0	-4	-1	10	2
CCCn1c(CC)nc([N+](=O)[O-])c1Sc1ccc(C)cc1	-1	12	-75	-5	-1	-3	17	0
Cc1cccc2cccnc12	5	-3	-6	-14	7	-3	9	-17
Cc1ccc(C)c(NC(=S)N2CCC(NC(=O)c3cccc(F)c3)CC2)c1	11	18	-4	10	-12	-1	2	-7
COc1ccc2[nH]c(=O)c(CN(Cc3cccs3)Cc3nnnn3Cc3ccccc3)cc2c1	-4	-7	-11	-3	24	0	5	8
O=C(OCC(=O)N1CCCc2ccccc21)c1ccc(Br)o1	1	6	-19	1	7	-2	-13	-2
Cc1onc(-c2ccccc2Cl)c1C(=O)Nc1ccc(CN2CCCC2)cc1	0	16	6	5	-5	-3	-7	11
Nc1c(NCCN2CCCCC2)c2ccccc2oc1=O	0	13	-11	5	-2	-2	9	-3
CCOC(=O)C1CCN(C(=O)c2cc3c(C)cc(C)cc3[nH]2)CC1	-4	0	46*	6	0	-3	8	3
O=C(COC(=O)c1ccc[nH]c1=O)Nc1cc(S(=O)(=O)N2CCCCC2)ccc1Cl	4	-4	-2	0	0	-3	7	-6
Cn1c(=O)c2c(nc(N3CCCCC3)n2CCSc2nc3ccccc3s2)n(C)c1=O	2	8	17	-17	4	-3	-9	20
OCCCc1n[nH]c(=S)n1-c1ccccc1	6	-32	2	-6	-5	-1	-10	13
Cc1cc(C)c(C#N)c(SCC(=O)Nc2ccccc2)n1	-7	-7	-9	3	-3	-2	-3	-39
COc1ccc2c(c1)c(=O)oc1cc3occ(C(C)(C)C)c3cc12	-2	-13	-32	-6	-2	1	5	-5
COc1cc(OC)cc(-c2nnc(SCC(=O)N3c4ccccc4Sc4ccccc43)o2)c1	-1	6	-9	3	-10	-5	-4	4
Cc1ccc(C(=O)OCC(=O)N2CC(C)OC(C)C2)cc1 (stereo not drawn)	4	-3	-8	-6	3	0	7	33
CCCCNC(=O)CSc1nc2ccccc2n1S(=O)(=O)c1ccc(Cl)cc1	3	-4	-7	3	6	0	23	-5
Cc1ccn2cc(CNS(=O)(=O)c3ccc4c(c3)OCCO4)nc2c1	-1	-5	-2	-6	-3	0	1	5
S=C(NCc1ccc(Cl)cc1)NCc1ccco1	-2	5	1	5	-1	7	8	-2
CC(C)N1CCc2c(sc(NC(=O)c3ccco3)c2C(N)=O)C1	16	-4	-7	-6	2	-3	10	-5
CCOC(=O)/C(=N\Nc1ccc(Cl)cc1)Sc1nnc(-c2ccc(OC)cc2)n1C	0	14	0	-11	0	-2	5	31
CCc1cc2c(=O)c(-c3nc(C)cs3)coc2cc1O	5	4	8	0	6	-2	8	-60
COc1ccccc1NS(=O)(=O)c1cc(N)ccc1N1CCOCC1	3	-2	-3	-1	-7	-6	17	5
O=C(c1ccc(-c2ccc([N+](=O)[O-])cc2Cl)o1)N1CCOCC1	1	-59	-8	-12	0	1	-3	-6
COc1ccc2oc(=O)c(C(=O)NCc3ccco3)cc2c1	-7	1	-1	7	3	-1	0	2
CCn1cc(C2=NC(CCSC)CO2)c2ccccc21 (stereo not drawn)	1	0	-2	6	-11	-3	7	-2
O=C(O)CC1(CC(=O)Nc2cc3ccccc3cn2)CCCCC1	3	11	-5	-4	-1	-3	2	7
O=C(Nc1ccc2oc(-c3ccccc3Cl)nc2c1)c1ncn[nH]1	-2	12	-2	6	-15	2	-2	-89
Cn1c(=O)oc2cc(S(=O)(=O)NCc3ccc(C(=O)O)cc3)ccc21	5	-2	1	2	-6	-3	2	0
COC(=O)CSc1nc2sc3c(c2c(=O)[nH]1)CCC3	-3	-8	9	-1	-6	-1	-11	-5
COCC(=O)N(Cc1cc2ccc(C)c(C)c2n2nnnc12)C1CCCC1	-5	-6	-1	-6	0	-3	-2	11
Cc1nc2c(-c3ccc(F)cc3)cnn2c(N)c1-c1ccccc1	-8	-6	14	18	9	0	-5	41
C=CCNc1nc(Cl)ncc1F	-4	11	-5	-13	-2	-1	8	-5
C/C(NCCN1CCOCC1)=C(\C#N)C(N)=O	5	13	-7	-3	-5	-3	-4	9
O=C(/C=C/c1ccccc1)NCC(=O)N/N=C/c1ccco1	12	12	-6	-6	-1	1	-3	5
S=c1[nH]nc(-c2ccc(Cl)cc2)n1Cc1ccccc1	7	-1	-6	6	5	3	29	2
COC(=O)c1ccc(CNC(=O)COC(=O)c2cc(Cl)ccc2O)cc1	-1	-1	-4	52*	-12	-2	5	3
COC(=O)c1ccc(OS(=O)(=O)N(C)C)cc1	-4	1	1	4	1	-1	1	-24
CCOc1c(Cl)cc(C(=O)NCCN2CCCCC2)cc1Cl	0	-3	1	19	-4	-6	4	13
CCS(=O)(=O)N1CCN=C1SCc1cccnc1	-1	-7	-11	-10	-8	-8	-6	-6
C=CCOc1cccc(C(=O)N(C)C2CCCN(Cc3ccccc3F)C2)c1 (stereo not drawn)	-6	x	-4	x	2	x	3	-13
CCOC(=O)N1CC=C2C(C#N)=C(N)C(C#N)(C#N)[C@H](c3ccc(OCC)c(OCC)c3)[C@H]2C1	6	22	20	-7	-2	-3	17	2
C[C@H](NC(=O)c1nc[nH]c1C(=O)N[C@@H](CCCCNC(=O)OC(C)(C)C)C(=O)OC(C)(C)C)C(=O)OC(C)(C)C	-10	5	-4	-11	-14	2	-2	34
O=c1c2cc3c(nc2[nH]c(=S)n1-c1ccccc1)CCCC3	6	20	-10	7	-1	-2	9	3
O=C(NN=C1CCCC1)NC1CCCCC1	-2	13	-15	-12	2	-1	0	2
CC1CN(S(=O)(=O)c2ccc(C(=O)N(C)C3CCCCC3)cc2)CC(C)O1 (stereo not drawn)	-4	2	-5	12	0	-1	2	-2
COc1ccc(-c2noc(-c3cccnc3)n2)cc1OC	-1	-1	-13	-3	-6	-2	7	-38
O=C(NC1CCC(=O)N(CCSc2ccccc2)CC1)OCc1ccccc1 (stereo not drawn)	4	-53	17	-2	-2	1	14	-4
CCCCN(CCCC)CCCNC(=O)CN1C(=O)COc2ccc(S(=O)(=O)N3CCC(C)CC3)cc21	6	13	2	2	-1	-5	30	13
OCCC1CN(Cc2cnc(-c3ccccc3)s2)CCN1CCc1ccccc1 (stereo not drawn)	-2	4	9	0	-15	-1	2	25
